# Nrf2 block = blocks Nrf2 signaling; A549 ARE-Fluc reporter, luciferase luminescence, 18-24 h; Potency, µM (doses to about 46 µM), for the others: at the top dose activity change, negative = inhibition, usual class: inhibitors; hit rate 2.1% among 360,000; note: potency is the fitted concentration of half-maximal effect; % is set by controls: 0 for no effect and ±100 for the full control effect; nearly all actives have a fitted effect of over 60% in size
#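 In this cell-based qHTS, ARE-driven firefly luciferase in A549 cells reports Nrf2 activity; the luminescent signal after BugLite lysis is the measured value, with a prior CellTiter-Fluor read for cell health.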
# ATXN2 expr inh = inhibitors of ATXN2 expression | hit rate 0.72% among 360,000 | HEK-293 ATXN2-luciferase reporter, luminescence, 24 h | Potency, µM (top dose mostly 57 µM), for inactives: top-dose activity change, negative = inhibition, hits mostly inhibitors; note: potency is the fitted concentration of half-maximal effect; % is set by controls: 0 for no effect and ±100 for the full control effect; nearly all actives have a fitted effect of over 55% in size
#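 qHTS (up to 57 uM final) was run with 24 h compound exposure of reporter cells at 37 °C. Each well was multiplexed: SteadyGlo luminescence measured ATXN2-luciferase expression after a fluorogenic Gly-Phe-AFC viability readout (25 uM final).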
# TGFb inhibitor = inhibitors of TGF-b signaling; Potency, µM (highest dose often 46.1 µM), for the others: at the top dose activity, negative = inhibition, hits mostly inhibitors; hit rate 1.2% among 410,000; HepG2 CAGA-GFP TGF-b/SMAD3 reporter, GFP fluorescence, 18 h; TGF-beta stimulated, 500 pg/mL final; AID 588855; note: potency is the fitted concentration of half-maximal effect; % is set by controls: 0 for no effect and ±100 for the full control effect; nearly all actives have a fitted effect of over 65% in size
#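 Read-out: total well GFP (ex488/em500-530) summed from mean per-cell fluorescence. Cells: HEPG2 CAGA-GFP, 1% FBS DMEM, 18 h at 37 degrees C with 500 pg/mL final TGF-beta. Unstimulated wells served as the full-inhibition control; stimulated DMSO wells = 0%.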
# ATXN viability = cell viability loss in ATXN counter-screen; S2 cells (HEK-293 line with an ATXN2-luciferase reporter) viability, CellTiter-Fluor protease fluorescence, 24 h; Potency, µM (series often up to 56.7 µM), most hits filed as cytotoxic; hit rate 0.49% among 400,000; note: potency is the fitted concentration of half-maximal effect; nearly all actives have a fitted effect of over 40% in size
# A549 viability = kills or reduces viability of A549 cells in Nrf2 counter-screen; A549 ARE-Fluc cells, CellTiter-Fluor viability, 18-24 h; Potency, µM (highest dose often 46 µM), without a hit: top-dose activity change, negative = cytotoxicity, hits mostly inhibitors; hit rate 0.16% among 390,000; AID 504648; note: potency is the fitted concentration of half-maximal effect; % is set by controls: 0 for no effect and ±100 for the full control effect
#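 A549 ARE-Fluc cells in 5% FBS OPTI-MEM, 5000 cells/well, rested 2 h then exposed to compounds in concentration-response for 18-24 h at 37 °C. Viability by CellTiter-Fluor fluorescence (Ex 405/Em 525) after 30 min; luciferase luminescence (BugLite, 15 min, RT) read afterwards.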
# EPAC2 agonist = activates human EPAC2 exchange factor; Q8WZA2; EPAC2 activation, biochemical qHTS; response scale: 100% = 6.5 mM cAMP response; Potency, µM (titrated, usually from 154 µM), for inactives: at the top dose activation, actives largely listed as activators; hit rate 0.079% among 360,000; AID 720711; note: potency is the fitted concentration of half-maximal effect; nearly all actives have a fitted effect of over 50% in size
# Target sequence (Q8WZA2 whole entry, looked up): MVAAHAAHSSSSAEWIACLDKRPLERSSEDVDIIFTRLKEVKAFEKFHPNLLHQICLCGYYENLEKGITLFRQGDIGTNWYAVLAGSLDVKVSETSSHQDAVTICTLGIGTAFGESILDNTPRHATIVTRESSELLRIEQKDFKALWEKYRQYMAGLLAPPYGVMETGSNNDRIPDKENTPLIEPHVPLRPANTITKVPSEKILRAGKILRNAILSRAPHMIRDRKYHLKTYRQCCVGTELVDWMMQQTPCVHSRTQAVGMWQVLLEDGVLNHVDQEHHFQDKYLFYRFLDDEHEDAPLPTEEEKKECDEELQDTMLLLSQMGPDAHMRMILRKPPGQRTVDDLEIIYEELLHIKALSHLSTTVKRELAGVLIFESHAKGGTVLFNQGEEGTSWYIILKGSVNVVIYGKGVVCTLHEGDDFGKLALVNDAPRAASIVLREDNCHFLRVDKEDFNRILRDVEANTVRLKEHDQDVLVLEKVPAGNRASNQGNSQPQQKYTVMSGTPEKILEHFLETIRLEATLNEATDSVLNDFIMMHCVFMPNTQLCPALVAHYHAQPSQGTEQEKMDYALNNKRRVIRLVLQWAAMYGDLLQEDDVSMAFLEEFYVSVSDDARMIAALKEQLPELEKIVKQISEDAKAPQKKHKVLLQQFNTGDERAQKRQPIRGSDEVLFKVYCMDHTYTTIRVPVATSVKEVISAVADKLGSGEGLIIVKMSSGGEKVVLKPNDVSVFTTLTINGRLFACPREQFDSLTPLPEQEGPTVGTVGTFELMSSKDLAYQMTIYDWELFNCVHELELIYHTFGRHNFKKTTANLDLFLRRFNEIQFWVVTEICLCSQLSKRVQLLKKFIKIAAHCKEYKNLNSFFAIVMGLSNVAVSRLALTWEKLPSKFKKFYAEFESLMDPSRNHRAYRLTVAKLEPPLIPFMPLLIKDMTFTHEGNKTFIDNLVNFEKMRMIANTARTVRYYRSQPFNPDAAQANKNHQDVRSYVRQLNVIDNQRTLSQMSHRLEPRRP
#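 qHTS, titration series. 100 nM EPAC2 / 250 nM Rap1B-BODIPY-GDP / 50 uM GDP; RT; ex 480/em 540 nm, 5-min reads to 30 min. Norm. to 6.5 mM cAMP = activation.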
# HepG2 tox = counter-screen for TGF-b inhibitors: cytotoxicity in HepG2 cells; HepG2 CAGA-GFP viability, ATP luminescence, 18 h; Potency, µM (highest dose often 46.1 µM), for the others: top-dose activity change, negative = cytotoxicity, usual class: cytotoxic; hit rate 0.76% among 410,000; note: potency is the fitted concentration of half-maximal effect; some results filed as inactive show a strong effect at the top dose
#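 CellTiter-Glo luminescence gave cytotoxicity after 18 hours at 37 degrees C. The cells were HepG2 CAGA-GFP in 1% FBS DMEM, stimulated with 500 pg/mL TGF-beta after compound addition. %Activity was normalised to no-cell wells (complete cell-killing) and DMSO (no toxicity), and curves were fitted and classified.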
# IL-2 act = activates IL-2 in a cell-based reporter assay; activation, % (series mostly up to about 46 µM); IL-2 activation reporter assay, cell-based qHTS; stimulated with anti-CD3/CD4/CD28 beads; in transgenic mouse T cells; hit rate 0.065% among 360,000; in the data active = activation above about 50%; inconclusive = mostly about 30% to 49%; note: 0% is about no effect
#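 Readout: EGFP and DsRed signals by fluorescent plate cytometry. Unstimulated transgenic mouse T cells received compound 60 min before antibody-bead stimulation, then incubated 18 h at 37 degrees C.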
# Nrf2 ARE act = Nrf2 pathway activation; Potency, µM (titrated, usually from 46.1 µM), for inactives: at the highest dose activation, hits mostly activators; AREc32 ARE-luciferase reporter (MCF7-derived line), luminescence, 24 h; hit rate 0.31% among 410,000; note: potency is the fitted concentration of half-maximal effect; % of control where 0% means no effect; nearly all actives have a fitted effect of over 65% in size
#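 AREc32 cells carrying an ARE-driven firefly luciferase, 1000 cells/well in OPTI-MEM with 5% FBS, dosed after overnight attachment and incubated 24 hr at 37 deg C. Steady-Glo luminescence read after 30 min at RT.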
# Starred values were filed as active, the others as inactive; i = inactive; u = inconclusive; x = not tested or not shown; & = joins results of further samples; [ ] = remark or other dose. Unless noted, calls come from the whole dose curve; as a rule, active = well fitted curve in the direction sought with a large enough effect; inconclusive = small, poorly fitted or top-dose-only effect, or another doubt; inactive = no such curve, though single readings can be large; an effect the other way counts as inactive or inconclusive.
SMILES,Nrf2 block,ATXN2 expr inh,TGFb inhibitor,ATXN viability,A549 viability,EPAC2 agonist,HepG2 tox,IL-2 act,Nrf2 ARE act
O=c1c([N+](=O)[O-])c(N2CCCC2)c2ccccc2n1-c1ccccc1,2%,-8%[2.22 µM],1%,i,-6%,-7%,8%,1.0,-0.3%
CCN1CCCC1CNC(=O)c1c(O)c2c([nH]c1=O)CCCC2 (stereo not given),12%,7%,-1%,i,-2%,-7%,-14%,1.4,-0.8%
Cc1ccc(NC(=O)CSc2nnc(CNC(=O)c3ccco3)n2C)cc1,14%,-7%,-18%,i,2%,15%,5%,-2.8,-0.1%
COc1ccccc1-c1nc(S(=O)(=O)c2ccc(Cl)cc2)c(N2CCCCCC2)o1,12%,-7%,-2%,i,0%,x,-3%,x,0.8%
C/C=C(\C)C(=O)NCCN1C2=NC[C@H](C(C)C)N2C[C@H]1Cc1ccc(O)cc1,-4%,-2%,-2%,i,-1%,5%,-1%,0.3,-0.1%
Cc1ccc2oc(=O)cc(CN3CCN(Cc4ccccc4)CC3)c2c1,-10%,-6%,-2%,i,-1%,11%,-11%,-1.1,2.7%
COc1ccc(NC(=O)C2Cc3c(-c4cccc(C(C)=O)c4)ccnc3O2)cn1 (stereo not given),x,-17%,-1%,u,x,3%,-4%,-0.6,0.2%[9.22 µM]
Cc1ccccc1C(=O)Nc1nnc(-c2ccc(F)cc2)o1,-5%,u,u,u,-8%,6%,-20%,-1.8,0.4%
COc1cc(NC(=O)COC(=O)c2ccc(C)c(S(=O)(=O)N3CCCCC3)c2)c(C)cc1[N+](=O)[O-],-27%,44%[activator],-29%,i,-7%,6%,-9%,-3.5,2.7%
O=C(CCNC(=O)c1ccc(Br)cc1)NCCCSc1ccccc1,4%,5%,-18%,i,2%,-6%,0%,0.2,0.7%
COc1ccc(-c2cc(C(F)F)n3ncc(C(=O)N4CCCCC4)c3n2)cc1,-57%,-17%,-16%,i,-2%,0%,0%,-0.2,0.2%
O=C(CN1CCCC1)N1CCCc2c1c(=O)oc1ccc(OCc3ccccc3)cc21,3%,-25%,-7%,u,-17%,5%,-22%,1.6,-0.6%
O=C(NCCN1CCCC1)C1CCN(S(=O)(=O)N2CCC3(CC2)OCCO3)CC1,10%,-10%,7%,i,17%,9%,13%,-2.0,-0.5%
Cc1cccc(C(=O)O/N=C(\N)c2ccc(Br)cc2)c1,u,43%[activator],-7%,i,-6%,-11%,0%,0.3,u
CC(C)NC(=O)CSc1nc2ccccc2n1-c1ccccc1,x,-4%,23%,i,17%,-2%,-1%,-1.0,-0.3%
COc1nc(N/N=C/c2cc3c(cc2Br)OCO3)nc(N2CCOCC2)n1,16µM*,6%,13%,i,13%,11%,-37%,-2.1,2.0%
COC(=O)Cc1ccc(NC(=S)NCCCN2CCOCC2)cc1,3%,1%[11.3 µM],6%,i,5%,1%,10%,2.2,-0.3%
CC(=O)Nc1cc2cc(NS(=O)(=O)c3ccc(Cl)cc3)ccc2oc1=O,26%,0%,4%,i,6%,11%,0.2µM*,0.4,0.5%
CCn1c(=O)n(CC)c2cc(S(=O)(=O)N3CCc4ccccc43)ccc21,u,u,-2%,i,6%,11%,-36%,-2.9,3.8%
O=C(CSc1nnc(-c2ccco2)n1Cc1ccccc1)OC1CCCCC1,u,59%[activator],u,i,14%,4%,-9%,0.6,3.0%
Cc1nnc(NC(=O)CCC(=O)NCc2cccs2)s1,-25%,5%,-6%,i,-1%,9%,-26%,0.5,-0.5%
COc1ccc(CCCc2nnc(SCc3nc4ccccc4c(=O)[nH]3)n2C)cc1C,-15%,-4%,-17%,i,8%,11%,-15%,-0.4,0.1%
COc1ccccc1/C=C/c1nc2ccccc2c(=O)o1,u,46%[activator],1%,i,-1%,5%,-19%,0.7,-2.8%
COc1ccc(C2=NN(C(=O)c3ccccc3)C(c3ccc(OC)c(OC)c3)C2)cc1OC (stereo not given),-9%,-4%,0%,i,1%,19%,-11%,-2.6,0.4%
CCCCCCCCC1=NCCc2c1[nH]c1ccccc21,u,-34%,u,i,-3%,9%,16µM*,-0.4,4.7%
# The list continues.
SMILES,Nrf2 block,ATXN2 expr inh,TGFb inhibitor,ATXN viability,A549 viability,EPAC2 agonist,HepG2 tox,IL-2 act,Nrf2 ARE act
CCCCCCCCN1C(=O)N(C)C(N(O)C(=O)NC)C1(C)C (stereo not given),x,-5%,0%,i,-1%,0%,-10%,-0.4,-0.8%
CCN(CC)CCCNc1oc(/C=C/c2ccc(OC)c(OC)c2)nc1C#N,29%,x,-21%,x,-1%,x,-1%,x,0.6%
Cc1ccc(C(=O)COC(=O)CNC(=O)COc2ccccc2C)cc1C,-14%&15%,-3%,-10%&-1%,i,-1%&5%,15%,-13%&-6%,-0.9,0.3%
Cc1c(C(=O)NC2CCCc3ccccc32)oc2ccc(S(=O)(=O)N3CCCCC3)cc12 (stereo not given),10%,6%,-15%,i,-1%,0%,0%,0.1,-0.3%
CC(C)(C)NC(=O)c1ccccc1NC(=O)c1ccc2c(c1)OCO2,-2%,-21%[11.3 µM],8%,u,-4%,2%,1%,-1.8,0.7%
O=C(Cn1c(=O)oc2ccccc21)NCC1COc2ccccc2O1 (stereo not given),5%,-8%,11%,i,0%,10%,10%,-0.7,0.8%
COc1cc(=O)n2c(n1)SCCC2,4%,0%,19%,i,-2%,10%,5%,0.2,-0.1%
CCOC(=O)c1ccccc1NC(=O)CSc1nnc(CC)n2c1cc1occc12,7%,x,-22%,x,-1%,x,-13%,x,3.7%
C=CCSc1nc2c(cnn2-c2ccccc2)c(=O)n1N,11%,-1%,-16%,i,1%,2%,-5%,-2.6,2.0%
CCOC(=O)[C@]12CCCC=C1N(Cc1ccc(Cl)cc1Cl)C(=O)[C@H](CC(=O)N1CCN(C(=O)c3ccco3)CC1)C2,x,0%,x,u,x,4%,x,0.8,7.5%
CSc1nc(-c2ccccc2)nc(N2CCN(C)CC2)c1C(C)=O,x,-11%,4%,i,-2%,-8%,-16%,-0.3,5.5%
COC(=O)Cn1c2ccc(C)cc2c2nc(C)sc21,x,2%,2%,i,2%,0%,11%,-0.8,0.2%
CCOC(=O)C1CCCN(S(=O)(=O)c2ccc3c(c2)NC(=O)CO3)C1 (stereo not given),-4%,-9%,-5%,i,-3%,-5%,2%,-1.2,-0.7%
CC(=O)C1=C(C)Nc2ncnn2C1c1ccc(O)cc1 (stereo not given),-8%,3%,-11%,i,0%,5%,2%,-1.6,-0.8%
CC(=O)Oc1c(C)c(=O)n(C)c2ccccc12,u,-8%,-4%,i,-14%,5%,0%,-1.3,0.2%
NS(=O)(=O)c1cccc(NC(=O)CCN2C(=O)C3CCCCC3C2=O)c1 (stereo not given),-2%,4%,-5%,i,-9%,6%,1%,0.6,-0.2%
CCN(CC)C(=O)Cn1cc(S(=O)(=O)CC(=O)NCCc2ccc(OC)c(OC)c2)c2ccccc21,13%,-1%,0%,i,1%,9%,22%,0.2,-0.5%
CCCN1C(=O)/C(=C\C=C2\N(CC)c3ccccc3C2(C)C)SC1=S,-1%,-13%[11.3 µM],9%,i,u,-7%,-12%,-5.6,-0.6%
CCOc1ccc(NS(=O)(=O)c2ccc(NS(C)(=O)=O)cc2)cc1,-28%,2%,-7%,i,1%,13%,-6%,-0.4,0.0%
Cc1cc(C)nc(SCCCNCc2c(F)cccc2Cl)n1,u,-4%,-18%,i,-4%,-1%,-19%,0.3,2.2%
CC(O)(c1cccc(F)c1)c1nc(-c2ccc3ccccc3c2)cs1 (stereo not given),x,6%,u,i,x,2%,-32%,-0.8,0.0%[9.22 µM]
CC(C)=C1SC(N2CCN(c3cccc(C(F)(F)F)c3)CC2)=NC1=O,u,-22%,24%,i,-24%,6%,-32%,-1.9,-0.6%
COc1cc(C(=O)NNC(=O)c2ccc(NC(C)=O)cc2)cc(OC)c1OC,5%,1%,3%,i,1%,7%,-4%,-0.1,-0.1%
Cc1cccc(-c2nnc(SCC#N)n2-c2ccccc2)c1,2%,-3%,4%,i,8%,-5%,-6%,-1.6,-0.4%
O=C(Nc1nnc(C2CCCCC2)s1)c1cccs1,20%,45%[activator],6%,i,5%,6%,-13%,-0.2,2.5%

# In the list so far, these contain a thiophene ring, fused or not:
SMILES,Nrf2 block,ATXN2 expr inh,TGFb inhibitor,ATXN viability,A549 viability,EPAC2 agonist,HepG2 tox,IL-2 act,Nrf2 ARE act
Cc1nnc(NC(=O)CCC(=O)NCc2cccs2)s1,-25%,5%,-6%,i,-1%,9%,-26%,0.5,-0.5%
O=C(Nc1nnc(C2CCCCC2)s1)c1cccs1,20%,45%[activator],6%,i,5%,6%,-13%,-0.2,2.5%

# The list continues:
SMILES,Nrf2 block,ATXN2 expr inh,TGFb inhibitor,ATXN viability,A549 viability,EPAC2 agonist,HepG2 tox,IL-2 act,Nrf2 ARE act
COc1ccc(CCC(=O)N(C)CC(=O)Nc2ccc(N3CCOCC3)cc2)cc1,u,-9%,-2%,i,2%,5%,33%,-0.4,-0.4%
O=[N+]([O-])c1ccc2nc(C(O)C(O)c3nc4ccc([N+](=O)[O-])cc4[nH]3)[nH]c2c1 (stereo not given),-2%,-7%,14%,i,-18%,1%,-12%,1.1,2.4%
Cc1cccc(NC(=O)CCC(=O)c2cccs2)n1,u,16%,-5%,i,0%,0%,-20%,0.3,8.5%
C=C(C)CNC(=S)Nc1cccc(S(=O)(=O)NC2=NCCC2)c1,7%,5%,5%,i,-1%,-6%,3%,-0.4,0.1%
CC1CCN2c3ccccc3CC3(C(=O)OC(C)(C)OC3=O)C2C1 (stereo not given),-8%,x,u,x,0%,x,2%,x,x
CCOc1ccccc1N1C(=O)CC(Sc2ccccc2N)C1=O (stereo not given),x,x,-15%,u,x,-7%,-26%,-0.5,13%

# High-throughput results: PubChem BioAssay, National Center for Advancing Translational Sciences (NCATS)
